Screening results deposited in PubChem by National Center for Advancing Translational Sciences (NCATS).
A-T KAP1 phos: qHTS Assay for Identifying a Potential Treatment of Ataxia-Telangiectasia. […] A-T fibroblasts, KAP-1 phosphorylation AlphaLISA; neocarzinostatin DNA damage 30 min before lysis. Potency, µM (doses to about 57.5 µM), without a hit: at the highest dose activation, most hits filed as activators. hit rate 0.19% among 320,000. AID 485349, 2010; further: potency means the concentration at half of the fitted maximal effect; % of control where 0% means no effect; nearly all actives have a fitted effect of over 45% in size
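hTERT-immortalized A-T patient fibroblasts ([…]), 500 cells/well in OPTI-MEM, 1% FBS, got compounds for 60 min, then NCS for 30 min at 37C. Lysates were then assayed for phospho-KAP-1 by AlphaLISA (anti-pKAP1 donor, anti-KAP1 acceptor beads), 6 hr at 25C.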
TSG101-PTAP inh: qHTS Assay for Iinhibitors of HIV-1 Budding by Blocking the Interaction of PTAP/TSG101; Tumor susceptibility gene 101 protein (Homo sapiens), Q99816; Fluorescence polarization, FITC-PTAP peptide / Tsg101 binding; Potency, µM (titrated, usually from 115 µM), inactives show at the top dose activity change, negative = inhibition, most hits filed as inhibitors; 340,000 tested, under 10 active; AID 493005, 2010; active means well fitted inhibition curve with a large enough effect in the main read-out, with a control signal flat, not every such curve was filed as active; inconclusive means small, poorly fitted or top-dose-only effect, or effect the other way, or a change in a side signal; inactive means no such curve, though single readings can be large or run the other way; further: potency means the concentration at half of the fitted maximal effect; % of control where 0% means no effect
Target sequence (Q99816 whole entry, looked up): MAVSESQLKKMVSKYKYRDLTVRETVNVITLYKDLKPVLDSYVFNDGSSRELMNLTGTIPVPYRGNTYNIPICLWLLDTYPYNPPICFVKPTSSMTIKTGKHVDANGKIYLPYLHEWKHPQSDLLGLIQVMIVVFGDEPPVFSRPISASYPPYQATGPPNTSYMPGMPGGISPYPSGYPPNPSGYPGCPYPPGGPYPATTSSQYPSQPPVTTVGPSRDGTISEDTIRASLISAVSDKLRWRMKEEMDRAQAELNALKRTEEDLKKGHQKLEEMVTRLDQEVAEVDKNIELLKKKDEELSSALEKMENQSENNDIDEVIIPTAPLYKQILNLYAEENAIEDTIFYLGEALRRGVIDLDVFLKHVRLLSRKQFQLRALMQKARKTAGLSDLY
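Steps: Tsg101 binding domain dispensed (10 uM final), compounds pinned in DMSO, FITC-labeled PTAP-motif peptide added (50 nM final); after 20 min binding at room temperature, polarization measured.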
TCR act: Activators of T cell receptors: qHTS campaign; primary human leukocytes, anti-CD3, IL-2 HTRF, 48 h; Potency, µM (top dose mostly 9.22 µM), without a hit: at the highest dose activation of IL-2 secretion, usual class: activators; 330,000 tested, under 10 active; AID 504894, 2011; further: % of control where 0% means no effect
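48 hr co-incubation of compounds, a-CD3 beads and primary human leukocytes; IL-2 quantified homogeneously by HTRF with anti-IL-2 K and d2 conjugates.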
a7 integrin act: qHTS for Activators of Integrin-Mediated Alleviation for Muscular Dystrophy; alpha7betagal myoblasts, beta-gal FDG fluorescence, 48 h; Potency, µM (top dose mostly 38.3 µM), for inactives: at the highest dose activation, hits mostly activators; hit rate 0.064% among 350,000;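 further: potency means the concentration at half of the fitted maximal effect; 100% = response of the positive control SU9516; nearly all actives have a fitted effect of over 60% in size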
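alpha7betagal+/- myoblasts (passage 13, 250/well) treated 48 h at 37C with compounds at 1:260 dilution of DMSO stock. Lysed, then beta-galactosidase activity read as FDG fluorescence (ex 480/em 540) after 30 min, with pre-read for autofluorescence.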
CXXC DNA block: qHTS Fluorescence Polarization Assay for Inhibitors of MLL CXXC domain - DNA interaction | MLL-CXXC / FITC-HOXA9 DNA fluorescence polarization | Potency, µM (top dose mostly 115 µM), for inactives: at the highest dose activity change, negative = inhibition, usual class: inhibitors | hit rate 0.037% among 290,000 | Histone-lysine N-methyltransferase 2A (Homo sapiens), Q03164; active means well fitted inhibition curve with a large enough effect in the polarisation, with a control signal flat, not every such curve was filed as active; inconclusive means small, poorly fitted or top-dose-only effect, or effect the other way, or a change in a side signal; inactive means no such curve, though single readings can be large or run the other way; the % refers to the polarisation; further: potency means the concentration at half of the fitted maximal effect
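Steps: dispense CXXC domain solution (7 uM) → pin compounds or unlabeled HOX-A9 DNA control → 5 min ambient → add FLSN-HOX-A9 solution (50 nM) → spin → 30 min ambient → fluorescence polarization. Tris pH 7.5/NaCl/DTT/BSA buffer.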
TSHR antagonist: Antagonists of the Thyroid Stimulating Hormone Receptor: HTS campaign. Thyrotropin receptor (Homo sapiens), P16473. TSHR-expressing cells, TSH-stimulated cAMP HTRF, 2 h; stronger effect = lower value. activity change, negative = inhibition, % at 11.5 µM. hit rate 0.2% among 330,000. AID 504810, 2011;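 active means activity change below a set negative limit, meaning inhibition stronger than a set level, cut at about -70% in these data; inconclusive means activity change between two set negative limits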; further: on the % scale 0 is the no-effect control and ±100 the full control effect
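Inhibition of cAMP made by TSHR-expressing cells under TSH stimulation (4nM final, EC80; 2 h, 37 deg C) is quantified with a one-step lysis HTRF kit, anti-cAMP cryptate versus cAMP-d2.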
MBNL1 CUG block: qHTS Assay for Inhibitors of MBNL1-poly(CUG) RNA binding; Muscleblind-like protein 1 (Homo sapiens), Q9NR56; TR-FRET MBNL1-His/biotin-(CUG)12 binding, 665/545 ratio; Potency, µM (series often up to 57.5 µM), for the others: at the highest dose activity change, negative = inhibition, usual class: inhibitors; hit rate 0.036% among 280,000; active means well fitted inhibition curve with a large enough effect in the signal ratio, with a control signal flat, not every such curve was filed as active; inconclusive means small, poorly fitted or top-dose-only effect, or effect the other way, or a change in a side signal; inactive means no such curve, though single readings can be large or run the other way; the % refers to the signal ratio; further: potency means the concentration at half of the fitted maximal effect; on the % scale 0 is the no-effect control and ±100 the full control effect
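Inhibition of protein-RNA binding appears as loss of TR-FRET between terbium anti-His antibody on MBNL1-His and streptavidin-XL665 on biotin-(CUG)12. Activity is normalized to buffer-only and uninhibited-complex controls.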
Menin MLL FP TR: qHTS Assay for Inhibitors Targeting the Menin-MLL Interaction in MLL Related Leukemias: Competition With Texas Red Labeled MLL-derived Mutant Peptide | O00255 | Menin + Texas Red MLL mutant peptide, fluorescence polarization | Potency, µM (series often up to 61.6 µM), without a hit: at the highest dose FP activity change, negative = inhibition, actives largely listed as inhibitors | hit rate 0.23% among 270,000 | AID 1768, 2009; active means well fitted inhibition curve with a large enough effect in the polarisation, with a control signal flat, not every such curve was filed as active; inconclusive means small, poorly fitted or top-dose-only effect, or effect the other way, or a change in a side signal; inactive means no such curve, though single readings can be large or run the other way; the % refers to the polarisation; further: potency means the concentration at half of the fitted maximal effect; % of control where 0% means no effect; many of its hits are not listed in these tables
Target sequence (O00255 whole entry, looked up): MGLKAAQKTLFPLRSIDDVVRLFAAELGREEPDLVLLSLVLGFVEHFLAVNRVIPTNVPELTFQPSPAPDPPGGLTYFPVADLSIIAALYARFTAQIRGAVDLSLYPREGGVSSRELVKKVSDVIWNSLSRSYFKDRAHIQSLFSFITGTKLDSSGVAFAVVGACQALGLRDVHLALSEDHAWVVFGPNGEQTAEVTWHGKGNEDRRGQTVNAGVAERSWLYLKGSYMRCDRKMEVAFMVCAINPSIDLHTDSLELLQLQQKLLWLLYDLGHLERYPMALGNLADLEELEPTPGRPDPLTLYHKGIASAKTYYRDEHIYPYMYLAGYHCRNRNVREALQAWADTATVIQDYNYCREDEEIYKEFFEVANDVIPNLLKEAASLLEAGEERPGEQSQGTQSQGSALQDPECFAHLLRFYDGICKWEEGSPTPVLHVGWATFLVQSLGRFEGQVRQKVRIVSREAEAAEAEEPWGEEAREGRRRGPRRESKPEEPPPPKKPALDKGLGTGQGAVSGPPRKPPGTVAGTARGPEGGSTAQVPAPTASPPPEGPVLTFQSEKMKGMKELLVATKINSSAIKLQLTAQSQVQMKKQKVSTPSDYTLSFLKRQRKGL
S-ASM inh: Inhibitors of Secretory Acid Sphingomyelinase (S-ASM): qHTS; placental ASM, HMU-PC fluorogenic substrate, 60 min; Potency, µM (series often up to 57.5 µM), inactives show top-dose activity change, negative = inhibition, actives largely listed as inhibitors; hit rate 0.006% among 340,000; AID 504937, 2011; further: potency means the concentration at half of the fitted maximal effect
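Fluorogenic HMU-PC substrate (9 uM final) is turned over by placental ASM in 60 min at 37 C after a 10 min compound preincubation. Reaction ended by alkaline stop (pH 10), with fluorescence read at 386/447 nm.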
Mito fusion yeast: qHTS Assay for Small Molecule Inhibitors of Mitochondrial Division or Activators of Mitochondrial Fusion. Potency, µM (series often up to 46.1 µM), for inactives: at the top dose growth rescue (activation), usual class: activators. hit rate 0.23% among 320,000. S. cerevisiae fusion-defective mutant growth rescue, CellTiterGlo 48 h. AID 485298, 2010;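 further: potency means the concentration at half of the fitted maximal effect; % of control where 0% means no effect; nearly all actives have a fitted effect of over 45% in size; temperature-sensitive fusion mutants such as fzo1-1 at 37 °C on non-fermentable ethanol glycerol medium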
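Compounds are tested for their ability to restore growth of mitochondrial fusion-defective yeast strains at non-permissive 37C in YPEG medium over 48 hours. Viability is quantified by luciferase luminescence.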
Starred values were filed as active, the others as inactive; ? = inconclusive; · = no result given; [ ] = dose if it differs, or a comment. Unless noted, the call rests on the fitted dose curve; in most records, active means well fitted curve in the direction sought with a large enough effect; inconclusive means small, poorly fitted or top-dose-only effect, or another doubt; inactive means no such curve, though single readings can be large; an effect the other way counts as inactive or inconclusive.

Results follow in this order: A-T KAP1 phos, TSG101-PTAP inh, TCR act, a7 integrin act, CXXC DNA block, TSHR antagonist, MBNL1 CUG block, Menin MLL FP TR, S-ASM inh, Mito fusion yeast
O=C(CNc1cc(S(=O)(=O)N2CCOCC2)ccc1N1CCCC1)N1CCc2ccccc21
  2%, -2%, -2%, 7%, 8%, 1, 2%, -11%, -3%, 3%
CCOc1ccc(C(=O)N2CCN(c3ccccc3)CC2)cc1
  0%, 0%, 2%, -24%, 0%, -2, -20%, -1%, 1%, 2%
CC(NC(=O)COc1ccc(S(=O)(=O)N2CCCC2)cc1)c1ccccc1 (stereo not drawn)
  -3%, -2%, -8%, 10%, 16%, 2, -3%, 18%, 0%, -2%
C=CCn1cc(/C=N/N2C(=O)C3C4C=CC(C4)C3C2=O)c2ccccc21 (stereo not drawn)
  0%, -2%, 6%, 1%, 17%, -7, -3%, 8%, -1%, -1%
CN(C)S(=O)(=O)c1ccc(C(=O)NCc2cccs2)cc1
  ·, -2%, 1%, 5%, -6%, 20, -11%, ?, -2%, -2%
C[C@@H]1CC=C[C@@H]2[C@H]1C(=O)N(Cc1ccccc1)[C@H]2c1cccc(Br)c1
  8%, -1%, -4%[46.1 µM], 10%, ·, 7, ·, -14%, -15%, ·
COc1ccc(N2CCN(Cc3cc(OC)c(O)c([N+](=O)[O-])c3)CC2)cc1
  -6%, -4%, -3%[46.1 µM], 2%, 4%, 8, ?, -7%, -1%, -7%
FC(F)(F)c1ccccc1NC(=S)N1CCCC1
  -4%, -9%, -10%, 8%, 0%, 12, -4%, ·, -2%, -1%
OCC#CCSc1nnc(-c2ccncc2)o1
  3%, -7%, -12%, -27%, 1%, 11, -3%, -15%, 1%, -3%
CN(C)C(=O)c1ccc(NC(=O)COC(=O)C2(c3ccccc3)CCCC2)cc1
  32%, -2%, ·, 16%, ·, ·, ·, ·, -1%, ·
CC1CCN(CCc2nc3cc(NS(=O)(=O)c4ccccc4)ccc3n2C)CC1
  -6%, -9%, -4%, -55%[inhibitor], -2%, -7, -5%, -2%, -2%, 6%
COc1ccc(NC(=O)CC2C(=O)N(c3ccc(OC)cc3)C(=O)N2CCc2cccs2)cc1 (stereo not drawn)
  -11%, 0%, -2%[46.1 µM], 13%, -3%, 11, -19%, 17%, -3%, -3%
O=C(Nc1ccc(Cl)cc1C(=O)N1CCCCC1)c1ccco1
  -1%, 0%, 1%, 10%, 0%, -1, -2%, 14%, 1%, 4%
CN(CC(=O)Nc1ccccc1Cl)C(=O)c1cc(C2CC2)nn1-c1ccccc1
  6%, -4%, ·, 1%, ·, -39, ·, ·, 2%, 13%
O=C(CNc1cc(S(=O)(=O)N2CCCC2)ccc1OCC(F)(F)F)Nc1cccc(C(F)(F)F)c1
  13%, -4%, 4%[46.1 µM], -37%, -1%, -19, ·, 39%[activator], -4%, -4%

Full records, quoted from the list. Order of screens: A-T KAP1 phos, TSG101-PTAP inh, TCR act, a7 integrin act, CXXC DNA block, TSHR antagonist, MBNL1 CUG block, Menin MLL FP TR, S-ASM inh, Mito fusion yeast
Listed for CN(C)S(=O)(=O)c1ccc(C(=O)NCc2cccs2)cc1 → ·, -2%, 1%, 5%, -6%, 20, -11%, ?, -2%, -2%
Listed for CCOc1ccc(C(=O)N2CCN(c3ccccc3)CC2)cc1 → 0%, 0%, 2%, -24%, 0%, -2, -20%, -1%, 1%, 2%

Next part
Results follow in this order: A-T KAP1 phos, TSG101-PTAP inh, TCR act, a7 integrin act, CXXC DNA block, TSHR antagonist, MBNL1 CUG block, Menin MLL FP TR, S-ASM inh, Mito fusion yeast
CCCCNc1nc2c(c(=O)n(Cc3ccccc3)c(=O)n2C)n1C
  -14%, -1%, 0%, -16%, 5%, 2, -5%, 22%, -6%, -4%
COc1ccccc1N1C(=O)CC(N(O)c2ccccc2)C1=O (stereo not drawn)
  5%, -3%, 1%, -2%, 2%, -3, 6%, ·, 5%, -2%
CCOC(=O)C1(CCOC)CCN(Cc2ccncc2)CC1
  -3%, -1%, ·, 18%, -2%, 2, -4%, -10%, 6%, -5%
COC(=O)CCC(=O)OC1(C)C(=O)C=C2C=C(C3CC3)N(Cc3ccccc3)C=C2C1=O (stereo not drawn)
  32%, -10%, -4%, 0%, 20%, 7, ?, -1%[11.7 µM], 28%, 11%
COc1ccccc1-c1nc2cc3ccccc3cc2nc1-c1ccccc1OC
  0%, -2%, -2%[46.1 µM], -14%, -6%, 2, 22%, -23%, 40%[activator], 1%
O=C(CN1CCN(Cc2ccccc2)CC1)NCc1ccc(Cl)cc1
  4%, 0%, ·, -19%, 16%, -2, -4%, -10%, -1%, 1%
O=C(CCNC(=O)C1CCN(S(=O)(=O)c2ccc(F)cc2)CC1)NCc1cccc(Cl)c1
  8%, -5%, 0%, ?, 0%, 12, 6%, ·, -3%, -3%
C/C(=N\O)c1ccc2c3c([nH]c2c1)CCCC3
  3%, -14%, 0%, 10%, 7%, 0, 6%, 35%[activator], 27%, 13%
CCN(CC)CCNCc1ccc(Br)cc1OCC(=O)NCc1ccccc1
  1%, -2%, 4%, -40%, 19%, -6, -2%, ?, 7%, -1%
CCn1cc(S(=O)(=O)N2CCc3ccccc3C2)cn1
  11%, -4%, 8%, ?, 5%, 36, -15%, ·, 1%, 8%
CCOC(=O)c1sc(NC(=O)CCN2CCC(C)CC2)c(C(=O)OCC)c1C
  -7%, 0%, -1%, -25%, 6%, -16, 3%, 0%, -3%, -3%
C[C@H](CO)N1C[C@H](C)[C@@H](CN(C)Cc2ccc(-c3ccccc3)cc2)Oc2c(NS(=O)(=O)c3ccc(F)cc3)cccc2C1=O
  1%, -3%, 1%, 6%, ·, -15, ·, ·, -6%, ·
COc1cc(NC(=O)CN2CCCCCC2)cc(OC)c1
  -2%, 0%, 1%, 0%, -4%, -3, -4%, 2%, 4%, -2%
COc1ccc(N=C2SC(CC(=O)Nc3ccccc3F)C(=O)N2Cc2ccco2)cc1 (stereo not drawn)
  6%, 0%, -3%[46.1 µM], 11%, 13%, 9, -4%, 2%, -18%, ?
CCn1cnc2cc(NCc3nc4ccccc4n3Cc3ccccc3)ccc21
  -6%, -7%, -6%[46.1 µM], -13%, 2%, -4, 2%, -12%, -2%, -1%
COc1ccc(NC(=O)COC(=O)CNC(=O)C2CCCCC2)cc1OC
  10%, -4%, -4%, 7%, ·, ·, ·, ·, 3%, ·
O=C(CCN1C(=O)/C(=C\C=C\c2ccccc2)SC1=S)Nc1ccccc1C(=O)O
  3%, -8%, -2%, -19%, 18%, 9, 13%, ·, ?, 3%
COc1ccc(C(=O)CSc2nc3ccc([N+](=O)[O-])cc3[nH]2)cc1
  -1%, 0%, 0%[46.1 µM], -19%, 11%, -4, 18%, ?, -4%, 13%
CCNc1nnc(CCn2nc(C)c(Br)c2C)s1
  -1%, -3%, -4%, 5%, 3%, -17, -3%, -8%, -5%, -2%
CCCCNC(=O)c1ccc2c(SCC(=O)O)c3c(nc2c1)CCCC3
  9%, -3%, -3%, 6%, 5%, 20, 68%[activator], 0%, 0%, -4%
Cc1ccc(S(=O)(=O)n2cnc3ccccc32)c(C)c1
  1%, 2%, -3%, -1%, -1%, 2, 1%, 2%, 3%, 0%
COC(=O)c1nc(NC(=O)c2ccc(Cl)cc2)n[nH]1
  0%, -3%, 6%, -20%, 42%[activator], 1, -7%, 19%, 4%, 1%
COC(=O)Cc1c(O)ccn(Cc2ccccc2OC)c1=O
  4%, 1%, -2%, -12%, -5%, -3, -7%, -10%, 2%, 1%
COc1cccc(CNC(=O)N2CCN(c3ccccc3C)CC2)c1
  2%, -5%, 2%, -18%, 0%, -10, 0%, -9%, 0%, -4%
Nc1ccccc1C(=O)NCCCN1CCN(c2cccc(Cl)c2)CC1
  ·, -10%, 3%, -10%, ·, ·, ·, ·, 16%, ·

Only part of the results is shown, so the mix of outcomes need not match the whole.
